Screening results from PubChem BioAssay.
Tau fibril ThT: qHTS for Inhibitors of Tau Fibril Formation, Thioflavin T Binding; 2.1% of 270,000 active; recombinant tau K18 P301L, heparin-induced fibrillization, ThT fluorescence; AID 1460, 2008; Microtubule-associated protein tau (Homo sapiens), P10636; Potency, µM (series often up to 57.4 µM), for inactives: top-dose activity, negative = inhibition, most hits filed as inhibitors; also: nearly all actives have a fitted effect of over 55% in size
Target sequence (P10636 561-689 P618L limits assumed): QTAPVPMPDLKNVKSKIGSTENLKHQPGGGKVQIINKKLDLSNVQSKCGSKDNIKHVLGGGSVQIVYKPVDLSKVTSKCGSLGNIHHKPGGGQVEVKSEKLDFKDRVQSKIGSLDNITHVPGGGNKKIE
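Heparin-induced fibrillization of the P301L-mutant K18 repeat-domain fragment of human tau was followed by ThT binding in quantitative high-throughput format.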
Tau fluor cs: Counterscreen qHTS for Inhibitors of Tau Fibril Formation, Fluorescence Polarization; tau K18 P301L Alexa594 fluorescence, heparin fibrillization; Potency, µM (highest dose often 57.7 µM), without a hit: at the highest dose activity change, negative = decrease; 0.93% of 280,000 active; AID 1463, 2008; also: nearly all actives have a fitted effect of over 55% in size
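Human tau K18 P301L (15 uM unlabeled, 0.24 uM Alexa 594-labeled) in 100 mM sodium acetate pH 7 with 20 uM heparin, 6 hr at 37 C. ThT 30 uM added, 1 hr ambient; Alexa 594 FP and total fluorescence read at 555/632 nm.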
TR SRC2 fluor cs: Total Fluorescence Counterscreen for Inhibitors of the Interaction of Thyroid Hormone Receptor and Steroid Receptor Coregulator 2. TRb/SRC2 Texas Red total fluorescence interference. Potency, µM (doses to about 106 µM), inactives show top-dose fluorescence change, negative = quenching. 0.29% of 280,000 active; active = well fitted curve in either direction with a large enough effect; inconclusive = small, poorly fitted or top-dose-only effect
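Flags fluorescent or light-absorbing compounds by total fluorescence, S + 2P, at 555 nm excitation and 632 nm emission. Mixture: 20 nM Texas Red SRC2 peptide, 0.6 uM human TRb LBD, 1 uM T3, 5% DMSO; compound exposure 5 h at ambient temperature.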
ALDH1A1 block: qHTS Assay for Inhibitors of Aldehyde Dehydrogenase 1 (ALDH1A1); Purified ALDH1A1, NADH fluorescence, propionaldehyde substrate; 7.3% of 220,000 active; AID 1030, 2008; Potency, µM (series often up to 75.3 µM), for the others: at the highest dose activity, negative = inhibition, actives largely listed as inhibitors; active = well fitted inhibition curve with a large enough effect, not every such curve was filed as active; inconclusive = small, poorly fitted or top-dose-only effect, or another doubt; inactive = no such curve, though single readings can be large or run the other way;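 also: plate controls were no enzyme wells and a reference inhibitor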
GLA spleen mod: qHTS Assay for Inhibitors and Activators of Human alpha-Galactosidase From Spleen Homogenate | Alpha-galactosidase A (Homo sapiens), P06280 | human spleen homogenate, 4MU-alpha-Gal fluorescence, 40 min | Potency, µM (series often up to 80 µM), inactives show at the highest dose activity change, negative = inhibition, usual class: inhibitors | 0.008% of 240,000 active;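 also: 0% = enzyme with vehicle and -100% = no enzyme basal signal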
Target sequence (P06280 32-429 limits assumed): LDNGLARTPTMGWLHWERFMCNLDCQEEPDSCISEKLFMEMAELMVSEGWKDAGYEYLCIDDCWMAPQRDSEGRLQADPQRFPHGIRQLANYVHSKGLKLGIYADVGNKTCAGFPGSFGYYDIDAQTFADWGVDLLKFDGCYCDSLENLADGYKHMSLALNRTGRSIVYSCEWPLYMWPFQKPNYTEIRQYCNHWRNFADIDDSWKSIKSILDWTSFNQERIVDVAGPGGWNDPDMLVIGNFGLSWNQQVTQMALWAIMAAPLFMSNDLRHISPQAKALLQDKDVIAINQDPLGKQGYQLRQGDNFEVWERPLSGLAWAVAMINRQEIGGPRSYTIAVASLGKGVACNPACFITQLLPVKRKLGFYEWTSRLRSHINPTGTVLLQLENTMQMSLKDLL
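Fluorogenic readout (Ex 365/Em 440 nm) of 4-methylumbelliferone released from 1 mM 4-MU-alpha-galactoside by spleen homogenate, 40 min at 37C, pH 5.0. Data normalized to no-enzyme and enzyme controls; Hill-equation AC50 from compound titrations.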
Tau fibril FP: qHTS for Inhibitors of Tau Fibril Formation, Fluorescence Polarization | Microtubule-associated protein tau (Homo sapiens), P10636 | K18 P301L tau heparin fibrillization, Alexa594 FP, 6 h | Potency, µM (top dose mostly 57.7 µM), without a hit: at the highest dose activity, negative = inhibition, hits mostly inhibitors | 0.39% of 280,000 active; also: nearly all actives have a fitted effect of over 55% in size
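Heparin (20 uM) drove fibril formation of recombinant tau K18 P301L, 15 uM unlabeled with 0.24 uM Alexa 594 label, for 6 hr at 37 C in 100 mM sodium acetate pH 7. Fluorescence polarization (555/632 nm) read 1 hr after 30 uM ThT.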
L3MBTL1 inh: qHTS Assay for the Inhibitors of L3MBTL1; Lethal(3)malignant brain tumor-like protein 1 (Homo sapiens), Q9Y468; AlphaScreen L3MBTL1–H3K9me1 peptide binding; Potency, µM (highest dose often 57.1 µM), inactives show at the highest dose activity, negative = inhibition, usual class: inhibitors; 0.66% of 230,000 active; AID 485360, 2010; also: nearly all actives have a fitted effect of over 60% in size
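First, the protein-peptide complex forms for 30 min at room temperature (L3MBTL1 50 nM, biotinylated H3K9me1 peptide 75 nM). Next, compounds are pin-transferred and incubated 30 min. Finally, AlphaScreen beads are added and read after 30 min.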
TRb-SRC2 inh: qHTS for Inhibitors of the Interaction of Thyroid Hormone Receptor and Steroid Receptor Coregulator 2. Thyroid hormone receptor beta (Homo sapiens), P10828. TRbeta-SRC2 peptide binding, fluorescence polarization; receptor liganded with 1 µM T3. Potency, µM (top dose mostly 106 µM), for the others: at the top dose activity change, negative = inhibition, usual class: inhibitors. 0.065% of 280,000 active;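 also: plate controls were bound peptide for no effect and peptide without receptor for full effect; nearly all actives have a fitted effect of over 50% in size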
Target sequence (P10828 whole entry, looked up): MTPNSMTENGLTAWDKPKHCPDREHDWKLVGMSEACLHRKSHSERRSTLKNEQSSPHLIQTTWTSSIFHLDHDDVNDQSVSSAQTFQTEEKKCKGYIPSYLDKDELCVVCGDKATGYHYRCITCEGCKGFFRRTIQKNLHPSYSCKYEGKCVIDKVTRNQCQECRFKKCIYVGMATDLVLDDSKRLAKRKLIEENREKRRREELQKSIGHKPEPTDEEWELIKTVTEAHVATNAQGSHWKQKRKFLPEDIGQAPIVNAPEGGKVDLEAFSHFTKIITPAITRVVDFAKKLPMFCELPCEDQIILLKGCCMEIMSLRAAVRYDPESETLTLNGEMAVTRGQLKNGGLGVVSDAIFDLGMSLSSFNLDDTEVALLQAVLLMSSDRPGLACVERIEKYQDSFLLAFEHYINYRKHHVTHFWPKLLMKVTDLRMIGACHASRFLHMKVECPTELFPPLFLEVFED
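Assay buffer: 20 mM Tris-HCl, 100 mM NaCl, 10% glycerol, 1 mM EDTA, 0.01% NP-40, 1 mM DTT, 1 uM T3, 5% DMSO; TRb LBD 0.6 uM, Texas Red SRC2 20 nM; FP after 5 hr.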
The depositor's hits bear a star; ? = inconclusive; . = no result given; [ ] = dose if it differs, or a comment. Unless noted, calls follow the shape of the dose curve; as a rule, active = well fitted curve in the direction sought with a large enough effect; inconclusive = small, poorly fitted or top-dose-only effect, or another doubt; inactive = no such curve, though single readings can be large; an effect the other way counts as inactive or inconclusive. Unless noted, % is scaled to controls: 0 for no effect and ±100 for the full control effect; potency is read from the fitted curve at half-maximal effect.

SMILES	Tau fibril ThT	Tau fluor cs	TR SRC2 fluor cs	ALDH1A1 block	GLA spleen mod	Tau fibril FP	L3MBTL1 inh	TRb-SRC2 inh
N#C/C(C(=O)N1CCOCC1)=C1/SC(Cc2ccc(F)cc2)C(=O)N1c1ccccc1 (stereo unspecified)	-6%	-7%	-3%	-5%	-1%	3%	2%	-2%
Cc1cc(C)cc(NC(c2cccc(Cl)c2)c2nnc(-c3ccccc3)o2)c1 (stereo unspecified)	-13%	-29%	0%	.	.	?	.	-5%
Cc1ccccc1OCCCn1c(=O)sc2ccccc21	-13%	-12%	0%	11%	-6%	7%	54%[activator]	3%
Cc1cccc(OCC(=O)N2CCN(C(=O)Cc3ccccc3)CC2)c1	6%	1%	-6%	-5%	-1%	-2%	-3%[11.4 µM]	-1%
Cc1cc(C)cc(NC(=O)CCCc2nc(-c3ccccc3Cl)no2)c1	13%	-12%	3%	.	.	-21%	.	-4%
O=C(Nc1ncc(Br)s1)C1CCCN1S(=O)(=O)c1cccc2cccnc12 (stereo unspecified)	-5%	-14%	-2%	13%	1%	?	10%	14%
c1ccc2sc(NC3=NCN(Cc4ccc5c(c4)OCO5)CN3)nc2c1	?	-23%	1%	-3%	8%	-7%	.	4%
COc1cccc(-n2nnc3c(=O)n(CC(=O)NC4CCCC4)cnc32)c1	-1%	-7%	0%	7%	0%	-4%	11%	5%
CC(C)(C)n1nc2c(c1NC(=O)COc1ccc3ccccc3c1)CS(=O)(=O)C2	-9%	-10%	-1%	?	-6%	0%	.	-6%
CCc1ccc(N=c2c([N+](=O)[O-])nn(-c3ccccc3)n2O)cc1	?	?	-4%	-10%	0%	17%	.	-3%
COc1ccc(CCC(=O)N2CCc3ccccc32)cc1	?	-5%	1%	10%	-4%	-3%	-1%	-2%
O=C(Nc1ccc(S(=O)(=O)N2CCCCC2)cc1)c1cnccn1	-6%	3%	-5%	2%	8%	5%	-5%	1%
C/C(=N\OC(=O)c1ccccc1)c1c(C)nc2cc(C)ccn12	?	-6%	3%	3%	6%	1%	7%	0%
CCc1cccc2c(=O)c(C(=O)NCCN3CCOCC3)c[nH]c12	3%	2%	0%	0%	17%	-1%	0%	-22%
COc1cc2c(cc1NC(=O)CSc1nc3cc(Cl)ccc3s1)oc1ccccc12	-12%	-12%	-3%	-6%	2%	-3%	6%	3%
COc1ccc(C(=O)CC(Nc2ccc([N+](=O)[O-])cc2)c2ccc(Cl)cc2)cc1 (stereo unspecified)	-13%	-29%	-3%	-12%	-4%	?	-14%	-1%
CCN=c1scc(C)n1/N=C/c1ccsc1	?	-11%	-2%	0%	-3%	4%	-26%	4%
COc1ccccc1N1CCN(C(=O)/C=C/c2cccs2)CC1	5%	2%	-2%	?	13%	-8%	-10%	1%
Cc1ccc2nc(-c3ccccn3)cc(C(=O)Nc3ccc4c(c3)OCO4)c2c1	-8%	-24%	-6%	4%	0%	2%	-6%	-3%
O=C(C[n+]1cc2ccccc2c2ccccc21)c1ccccc1	-7%	-8%	-1%	?	-2%	11%	.	3%
S=C(Nc1cc(Cl)ccc1Cl)Nn1cnnc1	.	-11%	1%	.	13%	-8%	.	5%
COc1ccc(-c2[nH]ncc2/C=N/NC(=O)c2cc(Br)ccc2O)c(OC)c1	?	?	1%	-8%	7%	-8%	19%	9%
COc1ccc(N2CCN(C(=O)CSc3nc(-c4ccccc4)no3)CC2)cc1	-6%	-7%	-1%	.	.	-7%	.	-1%
CNc1nnc(-c2ccco2)s1	-6%	-15%	-2%	-10%	7%	-16%	4%	-14%
O=C1[C@H]2[C@H]3[C@H](O)[C@H](O)C/C(=N/OC[C@@H](O)COCc4ccco4)[C@H]3CC[C@@H]2C(=O)N1c1cccc(Oc2ccccc2)c1	-3%[11.5 µM]	-8%[11.6 µM]	-22%[11.2 µM]	8%[13.5 µM]	1%[17.5 µM]	-7%[11.6 µM]	.	1%[11.2 µM]
Following part
SMILES	Tau fibril ThT	Tau fluor cs	TR SRC2 fluor cs	ALDH1A1 block	GLA spleen mod	Tau fibril FP	L3MBTL1 inh	TRb-SRC2 inh
CCOC(=O)N1C2C=C(C)[C@@H]2[C@@H]2CC(=O)N21 (stereo partly specified)	-4%	0%	0%	7%	1%	2%	-4%	5%
CCOC(=O)c1c(C)[nH]c(C(=O)Cn2nnc(-c3ccccc3)n2)c1C	-3%	-12%	-3%	-21%	1%	-2%	-7%	-10%
Cc1cc(O)c(C(C)C)cc1NC(=O)c1ccccc1Cl	-6%	-9%	0%	?	-7%	-6%	-4%	-11%
COc1ccc(C)cc1N(CC(=O)N/N=C/c1ccc2c(c1)OCO2)S(C)(=O)=O	0%	2%	-3%	-1%	8%	6%	-1%	2%
O=C(Cc1ccccc1)NCCn1ccc2ccccc21	1%	-4%	-4%	4%	4%	-10%	0%	-4%
COc1c(C(=O)Nc2ccc(Cc3ccncc3)cc2)ccc2ccccc12	?	-20%	-4%	?	3%	-2%	-10%	10%
O=[N+]([O-])c1cccc(/C=N/NC2=NS(=O)(=O)c3ccccc32)c1	-11%	-2%	-3%	9%	-6%	2%	13%	-5%
Cc1cc(-c2ccccc2)c2c3c(cn2n1)c(=O)n(C)c(=O)n3C	-14%	-1%	0%	7%	-9%	-1%	-1%	1%
C[C@H]1/C=C\CC(=O)NCc2cccc(c2)CNC(=O)N[C@H]1c1ccccc1	-2%	-2%	-1%	9%	8%	-1%	.	8%
CCCCC1=CC2=CC(=O)C(C)(OC(=O)CC)C(=O)C2=CN1c1ccncc1 (stereo unspecified)	7%[11.5 µM]	-3%[11.6 µM]	0%[11.2 µM]	15%[13.5 µM]	2%[17.5 µM]	2%[11.6 µM]	.	8%[11.2 µM]
O=C(CSc1ccccn1)Nc1ccc(Br)cn1	-9%	-6%	-6%	-11%	0%	-3%	4%	2%
CCOC(=O)CN1C(=O)c2ccccc2C1=O	-6%	-4%	-5%	5%	-7%	-3%	.	-2%
CCOC(=O)COc1cccc2c(=O)n(CC(=O)N3CCC(C)CC3)ccc12	-12%	-8%	0%	-13%	-3%	-7%	4%	-3%
CN(C)S(=O)(=O)N1CCN(CC(O)COc2ccc(C(=O)c3ccccc3)cc2)CC1 (stereo unspecified)	-13%	-6%	-1%	?	1%	4%	.	-6%
COCCCn1c(=S)[nH]c2c(sc3ccccc32)c1=O	-10%	-14%	-11%	?	0%	1%	.	2%
CC(C)CCn1cnc2c(cnn2-c2ccc(Cl)cc2)c1=O	-8%	-7%	1%	?	9%	-5%	5%	2%
O=S(=O)(Nc1cccc(-c2ccc(N3CCCCCC3)nn2)c1)c1cccc(F)c1	4%	?	0%	.	.	-13%	.	6%
COc1ccc(CCNC(=O)Cn2nc([N+](=O)[O-])c(Br)c2C)cc1OC	-4%	0%	0%	6%	-5%	-2%	2%	-7%
COc1cc(CC(=O)Nc2nccs2)cc(OC)c1OC	2%	12%	-6%	7%	-17%	3%	0%	0%
COCCCNC(=O)CCn1c(=O)c2ccccc2n(CC(=O)Nc2cc(Cl)ccc2OC)c1=O	-4%	-9%	-8%	.	.	-7%	.	2%
COc1ccc(CN(C(=O)c2cnccn2)C(C(=O)Nc2ccc(F)cc2)c2ccccc2)cc1 (stereo unspecified)	-4%	-15%	0%	10µM*	1%	-6%	-5%	-4%

Entries shown so far that have an aryl methoxy group, in the order listed:
SMILES	Tau fibril ThT	Tau fluor cs	TR SRC2 fluor cs	ALDH1A1 block	GLA spleen mod	Tau fibril FP	L3MBTL1 inh	TRb-SRC2 inh
COc1cccc(-n2nnc3c(=O)n(CC(=O)NC4CCCC4)cnc32)c1	-1%	-7%	0%	7%	0%	-4%	11%	5%
COc1ccc(CCC(=O)N2CCc3ccccc32)cc1	?	-5%	1%	10%	-4%	-3%	-1%	-2%
COc1cc2c(cc1NC(=O)CSc1nc3cc(Cl)ccc3s1)oc1ccccc12	-12%	-12%	-3%	-6%	2%	-3%	6%	3%
COc1ccc(C(=O)CC(Nc2ccc([N+](=O)[O-])cc2)c2ccc(Cl)cc2)cc1 (stereo unspecified)	-13%	-29%	-3%	-12%	-4%	?	-14%	-1%
COc1ccccc1N1CCN(C(=O)/C=C/c2cccs2)CC1	5%	2%	-2%	?	13%	-8%	-10%	1%
COc1ccc(-c2[nH]ncc2/C=N/NC(=O)c2cc(Br)ccc2O)c(OC)c1	?	?	1%	-8%	7%	-8%	19%	9%
COc1ccc(N2CCN(C(=O)CSc3nc(-c4ccccc4)no3)CC2)cc1	-6%	-7%	-1%	.	.	-7%	.	-1%
COc1ccc(C)cc1N(CC(=O)N/N=C/c1ccc2c(c1)OCO2)S(C)(=O)=O	0%	2%	-3%	-1%	8%	6%	-1%	2%
COc1c(C(=O)Nc2ccc(Cc3ccncc3)cc2)ccc2ccccc12	?	-20%	-4%	?	3%	-2%	-10%	10%
COc1ccc(CCNC(=O)Cn2nc([N+](=O)[O-])c(Br)c2C)cc1OC	-4%	0%	0%	6%	-5%	-2%	2%	-7%
COc1cc(CC(=O)Nc2nccs2)cc(OC)c1OC	2%	12%	-6%	7%	-17%	3%	0%	0%
COCCCNC(=O)CCn1c(=O)c2ccccc2n(CC(=O)Nc2cc(Cl)ccc2OC)c1=O	-4%	-9%	-8%	.	.	-7%	.	2%
COc1ccc(CN(C(=O)c2cnccn2)C(C(=O)Nc2ccc(F)cc2)c2ccccc2)cc1 (stereo unspecified)	-4%	-15%	0%	10µM*	1%	-6%	-5%	-4%
